CHRM1 PAM – positive allosteric modulators of human M1 muscarinic receptor | P11229 | CHO-K1 hM1, Fluo-8 calcium fluorescence, ACh EC20; 0% = ACh EC20, 100% = maximal ACh | activation, % at 3 µM | 0.088% of 360,000 active; in the data active = activation above about 19%, passing the limit was not always enough
CRFR2-BP ag – agonists of human CRF-binding protein/CRF-R2 receptor complex. HEK293 CRF-R2/CRF-BP, calcium dye fluorescence (FLIPR); percent of saturating CRF peptide response. activation, % at 13.2 µM. 0.46% of 350,000 active. AID 588473;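 active = activation of at least 50%, plus an integration ratio under a set limit after plate pattern correction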;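 also: plate controls were neutral control wells without compound for no effect and CRF at EC100 for full effect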
CRFR2-BP antag – antagonists of CRF-binding protein/CRF-R2 receptor complex | 0.59% of 350,000 active | HEK293 CRF-R2/CRF-BP, CRF-induced calcium fluorescence | inhibition, % at 11.8 µM;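 active = inhibition of the ligand-induced calcium signal above about 50% at the single tested concentration, limit read from the data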
CHRM4 PAM – potentiates acetylcholine response at human M4 receptor | P08173 | CHO-K1 hM4/Gqi5, Fluo-8 calcium fluorescence, ACh EC20; 0% = ACh EC20, 100% = maximal ACh | activation, % at 3 µM | 0.4% of 360,000 active | AID 624126;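 active = activation above its plate's cutoff, the mean activation of sample wells plus 3 SD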; also: some results filed as inactive read as strong as hits
Target sequence (P08173 whole entry, looked up): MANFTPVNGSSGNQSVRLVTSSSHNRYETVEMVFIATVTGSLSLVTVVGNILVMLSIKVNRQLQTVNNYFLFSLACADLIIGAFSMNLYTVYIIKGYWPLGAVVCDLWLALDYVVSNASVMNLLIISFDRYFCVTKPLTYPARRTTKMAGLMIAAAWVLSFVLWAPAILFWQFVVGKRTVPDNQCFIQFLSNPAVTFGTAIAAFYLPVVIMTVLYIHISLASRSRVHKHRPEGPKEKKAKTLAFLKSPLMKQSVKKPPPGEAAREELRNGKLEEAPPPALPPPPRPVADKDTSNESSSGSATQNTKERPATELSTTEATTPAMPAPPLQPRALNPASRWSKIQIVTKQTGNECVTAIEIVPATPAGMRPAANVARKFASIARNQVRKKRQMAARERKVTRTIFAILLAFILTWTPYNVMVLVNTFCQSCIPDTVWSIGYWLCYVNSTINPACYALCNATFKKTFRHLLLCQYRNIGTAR
CHRM5 PAM – potentiates acetylcholine response at human M5 receptor; CHO-K1 hM5, Fluo-8 calcium, ACh EC20 PAM; 0% = ACh EC20, 100% = ACh EC100; 0.3% of 360,000 active; activation, % at 3 µM;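 active = activation above the run cutoff, the mean activation of all test compounds plus 3 SD, cut at about 18% in these data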
Target sequence (P08912 whole entry, looked up): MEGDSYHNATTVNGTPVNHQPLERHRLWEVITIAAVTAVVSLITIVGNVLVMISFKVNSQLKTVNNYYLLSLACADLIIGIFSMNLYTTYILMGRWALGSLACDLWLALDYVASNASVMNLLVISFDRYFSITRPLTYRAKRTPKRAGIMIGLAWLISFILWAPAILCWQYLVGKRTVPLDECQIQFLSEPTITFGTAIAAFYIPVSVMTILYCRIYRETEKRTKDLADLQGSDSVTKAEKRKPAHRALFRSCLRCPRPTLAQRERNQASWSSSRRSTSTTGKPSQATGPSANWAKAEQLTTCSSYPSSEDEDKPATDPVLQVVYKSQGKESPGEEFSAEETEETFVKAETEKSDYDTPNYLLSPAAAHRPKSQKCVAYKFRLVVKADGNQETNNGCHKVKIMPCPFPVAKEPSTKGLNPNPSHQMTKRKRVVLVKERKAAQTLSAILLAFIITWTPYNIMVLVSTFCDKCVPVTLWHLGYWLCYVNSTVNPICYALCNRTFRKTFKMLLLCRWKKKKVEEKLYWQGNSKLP
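Test system: CHO-K1 hM5 cells / Doses: single-point, 3 µM nominal / Times: Post-acetylcholine fluorescence recording 140 s / Technique: Fluo-8 calcium fluorescence / Measure: Max/basal fluorescence ratio as % of EC20–EC100 ACh window / Benchmarks: low control EC20 acetylcholine (0%), high control EC100 acetylcholine (100%) / Replicates: one well per compound, no replicates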
M5 ag – agonists of human muscarinic M5 receptor (CHRM5); P08912; activation, % at 3 µM; CHO-K1 hM5 cells, Fluo-8 calcium fluorescence; 0% DMSO wells, 100% maximal acetylcholine response; 0.19% of 360,000 active;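 active = activation above the run's mean over test compounds plus 3 SD, cut at about 23% in these data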;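 also: signal is peak over basal fluorescence ratio across the kinetic read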
CHRM4 antagonist – antagonists of human muscarinic M4 receptor (CHRM4) | P08173 | CHO-hM4 cells, ACh EC80, Fluo-8 calcium fluorescence | inhibition, % at 3 µM | 0.73% of 360,000 active;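 active = inhibition above its plate's cutoff, the mean inhibition of sample wells plus 3 SD, cut at about 27% in these data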;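 also: 0% = acetylcholine EC80 with DMSO and 100% = DMSO without agonist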
CHRM4 agonist – agonists of human muscarinic M4 receptor (CHRM4); activation, % at 3 µM; CHO-K1 hM4/Gqi5, Fluo-8 calcium fluorescence; vehicle 0%, full acetylcholine response 100%; P08173; 0.14% of 360,000 active;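 active = activation above the run mean over all test wells plus 3 SD, cut at about 32% in these data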;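 also: peak over basal fluorescence ratio per well then scaled between controls; 0% = DMSO wells and 100% = acetylcholine at EC100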
M5 antag – blocks acetylcholine activation of human M5 receptor; AID 624040; 0.59% of 360,000 active; P08912; CHO-hM5 cells, Fluo-8 calcium fluorescence, ACh EC80; inhibition, % at 3 µM;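 active = inhibition above a per-plate cutoff, the mean of that plate's test compounds plus 3 SD, cut at about 27% in these data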;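 also: 0% = acetylcholine EC80 with DMSO and 100% = DMSO without agonist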
Numbers without * were called inactive; . = no result given.

molecule,CHRM4 antagonist,M5 ag,CHRM4 PAM,CHRM5 PAM,CHRM4 agonist,CHRM1 PAM,CRFR2-BP antag,M5 antag,CRFR2-BP ag
O=C(NCc1ccc(N2CCCC2=O)cc1)c1cn(Cc2ccccc2)nn1,1,-1,6,4,0,2,-8,-3,0.8
COc1ccc(CNC(=O)CN(C)Cc2ccccc2F)cc1OC,-6,0,-7,1,3,11,9,7,-0.7
Cc1ccccc1N1CCN(C2CCCN(C(=O)CCc3c(C)noc3C)C2)CC1 (stereo unspecified),-4,-7,-2,5,4,2,-11,3,0.4
O=C(NCCc1ccccc1)c1ccc(Cl)c([N+](=O)[O-])c1,-2,0,2,-2,8,-1,1,2,-0.7
CCOC(=O)C1CCN(c2ccccc2CN2CCN(c3ccccc3OCC)CC2)CC1,17,-1,-13,-12,18,-23,-8,19,-1.9
Cc1cccc(C)c1N1CCN(C(c2cc3ccccc3o2)c2nnnn2C(C)(C)C)CC1 (stereo unspecified),26*,3,-4,0,5,.,.,20,.
O=C(NCCC1=CCCCC1)c1c(O)nc2ccccn2c1=O,3,-1,2,2,1,9,-16,-8,-0.1
CN(CC(=O)Nc1c(Cl)cccc1Cl)C(=O)c1cccn1C,8,-3,-6,-3,0,-1,3,18,-0.8
COc1cccc(CNC(=O)c2cc(S(=O)(=O)N3CCCC3)cn2C)c1,-7,0,-1,-1,3,9,-47,6,-0.3
COc1ccc(Cc2nc(-c3ccc(Br)cc3)no2)cc1,3,2,-2,0,-1,-5,5,-4,0.1

One compound at a time, from the list above. Screens in order: CHRM4 antagonist | M5 ag | CHRM4 PAM | CHRM5 PAM | CHRM4 agonist | CHRM1 PAM | CRFR2-BP antag | M5 antag | CRFR2-BP ag
`O=C(NCc1ccc(N2CCCC2=O)cc1)c1cn(Cc2ccccc2)nn1` as listed: 1 | -1 | 6 | 4 | 0 | 2 | -8 | -3 | 0.8
`CCOC(=O)C1CCN(c2ccccc2CN2CCN(c3ccccc3OCC)CC2)CC1` as listed: 17 | -1 | -13 | -12 | 18 | -23 | -8 | 19 | -1.9

The list continues:
molecule,CHRM4 antagonist,M5 ag,CHRM4 PAM,CHRM5 PAM,CHRM4 agonist,CHRM1 PAM,CRFR2-BP antag,M5 antag,CRFR2-BP ag
CN(C)c1ncnc2c1ncn2-c1ccccc1,2,6,3,3,3,2,-8,-2,-2.6
O=S(=O)(NC1CC1)c1ccc(Cl)cc1F,6,-2,-1,2,1,20,-3,16,0.6
CC(=O)Nc1ccc(OCC(O)Cn2c(C(C)C)nc3ccccc32)cc1 (stereo unspecified),-2,-2,2,1,1,-1,0,9,0.2
Cc1ccc(C)c2[nH]c(=O)c(CCNC(=O)CCc3ccccc3)cc12,-13,-1,7,-2,2,6,5,1,0.7
O=C(/C=C/c1ccccc1)NCCS(=O)(=O)N1CCN(c2ccccc2F)CC1,-4,0,0,-3,5,5,6,4,-4.2
CC1CCCCN1CCNC(=O)CN1C(=O)CSc2ccc(S(=O)(=O)N3CCCCC3)cc21 (stereo unspecified),14,-8,-6,1,-1,-8,8,3,2.0
Cc1nnsc1C(=O)N/N=C/c1ccccc1Cl,-1,1,0,-2,0,1,-23,10,4.0
Cc1c(Cl)cccc1NC(=O)CNc1cccc(C(F)(F)F)c1,-16,-1,-2,-3,3,5,-7,-6,-4.2
O=C(CCCOc1ccc(Cl)cc1Cl)N1CCCc2ccccc21,7,-4,6,-2,-2,5,3,-2,2.3
COC(=O)c1ccccc1NC(=O)c1onc(C)c1Cl,1,-2,2,4,-1,15,-15,2,7.6

Some entries already given with just CHRM1 PAM and CHRM4 agonist.
canonical_smiles,CHRM1 PAM,CHRM4 agonist
O=C(/C=C/c1ccccc1)NCCS(=O)(=O)N1CCN(c2ccccc2F)CC1,5,5
CC1CCCCN1CCNC(=O)CN1C(=O)CSc2ccc(S(=O)(=O)N3CCCCC3)cc21 (stereo unspecified),-8,-1

Next entries.
molecule,CHRM4 antagonist,M5 ag,CHRM4 PAM,CHRM5 PAM,CHRM4 agonist,CHRM1 PAM,CRFR2-BP antag,M5 antag,CRFR2-BP ag
CC(=O)c1ccc(S(=O)(=O)N2CCNCC2)cc1,7,2,-2,2,0,8,7,3,-0.1
COc1ccc(CN(C)C[C@H]2OCCCC[C@H](C)Oc3ccc(NC(=O)CCC(F)(F)F)cc3C(=O)N([C@@H](C)CO)C[C@@H]2C)cc1,-16,-2,5,3,-2,15,-1,-9,-0.6
COc1ccc(/C=C(\NC(=O)c2ccccc2Cl)C(=O)NCCCC(=O)O)cc1,-10,-3,16,4,1,14,33,-1,-0.9
CCCCN(CC)CCNS(=O)(=O)c1ccc2c(c1)oc(=O)n2C,2,0,15,4,1,-7,19,4,-1.1
Cc1ccc(S(=O)(=O)N2CCN(C(=O)c3ccc4c(c3)OCO4)CC2)cc1,0,-4,-3,2,1,3,4,6,-1.4
CSc1ccc(NC(=O)/C=C/C(=O)O)cc1,2,1,9,2,1,6,-4,8,-2.1
Cc1cc(OCC(=O)Nc2ncn[nH]2)ccc1Cl,-6,2,2,-3,1,3,-4,7,-0.7
CCCN(CC(=O)Nc1ccc(Cl)cc1Cl)C(=O)/C=C/c1ccco1,2,-2,-1,-5,0,8,-24,10,0.0
O=C(c1ccc[nH]1)N1O[C@@H]2C=C[C@H]1C2,-11,1,7,4,3,5,1,-13,-0.9
COC(=O)C1(C)NC(c2ccc(OC)cc2)C2C(=O)N(c3ccccc3)C(=O)C21 (stereo unspecified),-4,-3,3,-3,1,3,3,3,1.2
CCOC(=O)c1cnc(-c2ccccc2)nc1N1CC(C)OC(C)C1 (stereo unspecified),-6,2,1,0,1,11,-3,4,0.7
O=C(COC(=O)CCNS(=O)(=O)c1ccc(Cl)cc1)Nc1ccccc1OC(F)F,5,2,-1,-7,4,-4,1,7,-0.6
Cc1cccc(N2CCN(S(=O)(=O)c3cn(C)cn3)CC2)c1C,-4,-3,-1,-2,4,17,9,7,-1.8
COc1cccc(CN(C)CC(=O)NC(=O)NCc2ccccc2)c1,-13,-2,19,0,0,10,3,1,-1.0
O=C(Oc1ccccc1Cl)c1ccc(-n2cncn2)nc1,9,-2,-3,-2,1,10,-9,1,0.7
COc1ccc(CCN(Cc2cccs2)S(=O)(=O)c2ccc(C(=O)O)cc2)cc1OC,-10,-4,13,12,0,10,15,5,-1.3
O=C(CSc1nnc(-c2cccc(S(=O)(=O)N3CCCCC3)c2)o1)c1ccc[nH]1,-5,-4,5,8,2,4,-32,7,1.3
Oc1ccc(O)c(-c2cnns2)c1,4,0,-1,2,0,5,-16,-8,0.7
COc1ccc(N2CCN(C(=S)Nc3ccc(OC)cc3OC)CC2)cc1,-10,-2,1,7,0,6,12,-4,-2.4
CCCCCCCCN1C(=O)[C@H](CC(=O)NCc2ccccc2)C[C@@]2(C(=O)OCC)CCC=C12,-12,-4,1,-4,4,.,.,6,.
COc1ccc(/C=N/OCC(=O)OCC(=O)N(C)c2ccccc2)cc1,-2,4,-4,-3,3,2,27,11,0.0
CCc1c(O)cc(=O)n(-c2ccccc2)c1-c1ccccc1,-5,-2,15,2,0,7,19,-3,1.4
Cc1ccc(C(=O)NC(Cc2c[nH]c3ccccc23)C(=O)O)o1 (stereo unspecified),-14,-1,14,-1,1,4,-4,-9,1.2
Cc1ccc(S(=O)(=O)Nc2cccc(C(=O)NCCCn3ccnc3)c2)cc1F,-18,-7,-2,4,0,-3,27,-4,1.0
CCSc1nc(=S)cc(C)[nH]1,5,0,0,2,0,6,2,10,-0.8
CC(C)(C)c1ccc(C(=O)N/C(=C\c2ccco2)C(=O)O)cc1,-3,-4,-2,-4,0,5,2,4,-0.9
Cc1ccc(CNC(=O)c2cccnc2Cl)cc1,8,-3,-3,-1,0,8,22,7,0.6
COc1ccc(S(=O)(=O)N2CCC(C(=O)N3CCN(C)CC3)CC2)cc1OC,-4,-2,-1,-2,0,7,3,12,0.1
CCCn1nc(C(=O)OCC(=O)c2ccccc2)c2ccccc2c1=O,-5,-2,-5,-5,1,-4,11,7,-2.1
C#CCOCCOCCOCCNc1nc(N2CCOCC2)nc(N2CCN(C(=O)[C@H](CCC(=O)O)n3cc(C(N)Cc4ccc(O)cc4)nn3)CC2)n1 (stereo partly specified),12,4,-1,-7,-1,0,-6,8,-0.8

Copied from the list.
Under CHRM4 agonist, CCOC(=O)c1cnc(-c2ccccc2)nc1N1CC(C)OC(C)C1 (stereo unspecified) reads 1
Under CHRM4 PAM, CC(=O)Nc1ccc(OCC(O)Cn2c(C(C)C)nc3ccccc32)cc1 (stereo unspecified) reads 2

Additional entries
molecule,CHRM4 antagonist,M5 ag,CHRM4 PAM,CHRM5 PAM,CHRM4 agonist,CHRM1 PAM,CRFR2-BP antag,M5 antag,CRFR2-BP ag
COc1ccc(C(=O)Nc2cccc(S(=O)(=O)N3CCCC3)c2)cc1S(=O)(=O)N1CCOCC1,9,-12,-7,-15,5,-24,-12,25,1.4
C=CCOc1cccn2c(N(C=O)Cc3ccc(OC)cc3)c(CC)nc12,-2,0,-1,-4,1,6,.,6,.
O=C1C=C(c2ccoc2)N2CCC[C@H]2C1,-3,2,6,0,0,14,15,10,-2.5
CC1=C(C(=O)Nc2ccccc2)C(c2ccco2)n2ncnc2N1 (stereo unspecified),10,1,-3,-4,3,1,17,9,-0.7
O=C(NCc1ccccc1)/C(=C\c1ccc([N+](=O)[O-])cc1)NC(=O)c1ccco1,-1,7,4,4,3,15,-26,0,6.2
O=C(c1cccs1)N1CCC(c2nc3c(nnn3Cc3ccccc3)c(=O)[nH]2)CC1,5,1,0,0,0,16,0,5,-3.5
O=C(Nc1ccc([N+](=O)[O-])c(NC(=O)C2CCCO2)c1)C1CCCO1 (stereo unspecified),-4,0,11,-1,2,5,14,4,-3.0
CCCCOc1cccc(C(=O)Nc2ccccc2N2CCCC2)c1,-5,-5,-3,-3,-1,5,14,-2,-0.2
CCN(c1ccccc1)S(=O)(=O)c1cccc(C(=O)N(C)CC(=O)Nc2ccc(F)c(F)c2F)c1,-4,2,0,-9,11,0,14,7,-0.1
COc1ccc(-c2nc(S(=O)(=O)c3ccccc3)c(N3CCCC3)o2)cc1,-14,1,0,-1,1,5,1,-2,-1.7
CC1(C)CC(=O)C2=C(C1)Nc1ccccc1NC2c1nc2ccccc2[nH]1 (stereo unspecified),-8,-1,-1,2,0,2,10,-6,3.4
COc1ccc(CC(Cc2ccc(OC)c(OC)c2)NC=O)cc1OC,-10,2,5,-10,1,-6,-13,3,-1.9
O=C1C2C3C=CC(C3)C2C(=O)N1CC1CCCO1 (stereo unspecified),1,-2,6,10,1,1,13,1,-2.3
CC(C)c1cc(C(=O)N2CCCC(Nc3ccc(F)c(F)c3)C2)nc(N)n1 (stereo unspecified),-3,-2,0,0,2,1,-3,-8,-0.7
CCN(CC)P(=O)(Nc1ccc(C)cc1Br)c1ccc(N(C)C)cc1NC(=O)c1ccco1 (stereo unspecified),4,-1,-6,0,-2,-1,6,-4,-0.4
O=C(Oc1c(-c2ccccc2)c(=O)n2c3c(cccc13)CC2)c1cccc([N+](=O)[O-])c1,15,-2,-6,4,0,11,-4,7,-1.1
Cc1cc(C)nc(SC2CC(=O)N(c3ccc(Cl)cc3)C2=O)n1 (stereo unspecified),-2,2,5,3,2,6,0,12,0.2
CCN(CC)c1nc(-c2ccccn2)nc(-c2ccccc2)c1C#N,12,-4,-10,-11,6,-2,7,21,0.2
Cc1cccc(C)c1NC(=O)C1(C)CN(S(C)(=O)=O)CC(=O)N1CC(F)(F)F (stereo unspecified),3,0,8,-3,2,.,.,4,.
Cc1ccc(Cl)cc1N1CCN(S(=O)(=O)c2cc3c(cc2C)NC(=O)CO3)CC1,-2,2,0,2,0,5,3,-3,0.7

Screening data (PubChem BioAssay)
